HEK293 NOD2/NF-kB: NOD2 signaling inhibitors, cell-based, luminescence, uHTS, HEK293 (AID 1566). HEK293 NOD2/NF-kB luciferase reporter, luminescence; higher % means a stronger effect. inhibition, % at 4 µM; hits with a dose series show EC50 in µM. 290,000 tested, 0.63% active; also: many of its hits are not listed in these tables
NOD1 NF-kB reporter: NOD1 signaling inhibitors, primary screen, cell-based, luminescence, uHTS (AID 1578); NOD1-driven NF-kB luciferase reporter cells, luminescence; higher % means a stronger effect; inhibition, % at 4 µM, or EC50 in µM where a hit was titrated; 290,000 tested, 1% active; in the data active = inhibition mostly above about 36%, no sharp cut-off; inactive = mostly below about 34%;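 also: HEK-293T reporter cells stimulated with the NOD1 agonist gamma-tri-DAP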
PhoP inhibition: PhoP-dependent GFP reporter repression – Salmonella Typhimurium, primary screen (AID 1863) | S. Typhimurium PhoP-regulated promoter GFP reporter, 4 h; higher % means a stronger effect | inhibition, % at 50 µM, or IC50 in µM where a hit was titrated | 300,000 tested, 0.16% active;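 active = inhibition over 29.93%, a cutoff 3 SD above the screen mean, later confirmed by dose response; inconclusive = inhibition over 29.93% but no dose response follow-up; inactive = inhibition at most 29.93% or unconfirmed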;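 also: 0% = low Mg2+ inducing control and 100% = high Mg2+ repressing control; strong numbers were not always called active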
Siah-1 displacement: blockers of Siah-1 interaction with plectin peptide – biochemical, fluorescence polarization, rhodamine-plectin, uHTS, primary screen (AID 1817); Siah-1 / rhodamine-plectin peptide fluorescence polarization; higher % means a stronger effect; one-dose displacement, % at 20 µM; IC50 in µM for titrated hits; 290,000 tested, 0.02% active;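 active = displacement of at least 50% at 20 µM, with a fluorescence ratio check between 0.3 and a set limit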;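 also: plate controls were Siah plus tracer with DMSO for no effect and tracer alone without Siah for full effect; strong numbers were not always called active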
LYP inhibition: inhibitors of LYP phosphatase, biochemical, fluorescence intensity, uHTS (AID 1779) | recombinant LYP phosphatase, fluorescence intensity; higher % means a stronger effect | inhibition, % at 11.5 µM; hits with a dose series show IC50 in µM | 290,000 tested, 0.054% active;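 also: plate controls were vehicle with enzyme for no effect and no enzyme for full effect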
KOR beta-arrestin-1: kappa opioid receptor activators – cell-based, luminescence, uHTS, primary screen (AID 1777) | KOR beta-arrestin recruitment, luminescence; higher % means a stronger effect | activation, % at 10 µM; hits with a dose series show EC50 in µM | 280,000 tested, 0.02% active; in the data active = activation above about 50%, passing the limit was not always enough; also: a part of the inactive calls stands beside numbers as strong as those of hits
Myeloid diff MLP: promotes myeloid progenitor differentiation; ER-HoxA9 myeloid progenitors, lysozyme-GFP differentiation, flow cytometry; calls only at 10 µM; 360,000 tested, 1% active; AID 624256;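 active = normalized GFP-positive differentiation at or above the plate's own cutoff, the solvent-only control mean plus 3 SD; inconclusive = no clear call, values can overlap the other calls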;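 also: cells exposed to compound for four days before flow analysis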
KOR beta-arrestin-2: kappa opioid receptor blockers – cell-based, luminescence, uHTS (AID 1778); KOR beta-arrestin recruitment, luminescence, antagonist mode; higher % means a stronger effect; inhibition, % at 10 µM; hits with a dose series show IC50 in µM; 290,000 tested, 0.091% active; also: strong numbers were not always called active
HIV peptide binding: inhibitors of HIV fusion peptide binding, primary screen, biochemical, uHTS, fluorescence dequenching (AID 1986) | cell-free peptide binding, fluorescence dequenching, 30 min; higher % means a stronger effect | inhibition, % at 20 µM, or IC50 in µM where a hit was titrated | 290,000 tested, 0.3% active; in the data active = inhibition mostly above about 52%, no sharp cut-off; inactive = mostly below about 76%; also: some results filed as inactive read as strong as hits
Myeloid diff MLP GFP+ MAC1+ %: further read-out of Myeloid diff MLP, marked with its call; GFP+ MAC1+ double positive, %; measured here: differentiation confirmed by MAC1 staining
* = called active by the depositor; i = inactive; ? = inconclusive; . = not tested or not shown; [ ] = another dose, or the depositor's remark. Rule as the data show it, unless noted: active = inhibition above about 50%; inactive = the rest. Only part of the results is shown; rates above refer to the full screens.

SMILES | HEK293 NOD2/NF-kB | NOD1 NF-kB reporter | PhoP inhibition | Siah-1 displacement | LYP inhibition | KOR beta-arrestin-1 | Myeloid diff MLP | Myeloid diff MLP GFP+ MAC1+ % | KOR beta-arrestin-2 | HIV peptide binding
CCC(/C=N/NC(=O)CCCCC(=O)N/N=C/C(CC)CC)CC | 8% | -28% | 3% | 6% | -2% | 0.8% | i | 0.1 | . | 0.3%
COc1cc(/C=N/NC(=O)c2cccnc2)ccc1OC(=O)c1cc(OC)c(OC)c(OC)c1 | -2% | -7% | 2% | 5% | 2% | -1.7% | i | 3.0 | -24% | 7.2%
C/C(=N\Nc1cccc([N+](=O)[O-])c1)c1ccccc1O | -6% | -41% | -4% | 1% | 0% | 4.5% | i | 0.1 | -6% | -1.4%
O=C(CNCCc1ccc(Cl)cc1)Nc1ccc(C(=O)N2CCCCC2)cc1 | 10% | -39% | 12% | 2% | -9% | -3.6% | i | 1.2 | -34% | 0.7%
CCN(CCCNC(=O)Cn1ncc2c([nH]c3ccc(C)cc32)c1=O)c1cccc(C)c1 | -1% | 3% | 0% | -5% | -7% | 0.2% | ? | . | -24% | -0.3%
COc1ccc(/C=N/NC(=O)CNC(=O)/C=C/c2ccco2)cc1OC | 14% | -20% | 2% | 10% | -6% | -1.4% | i | 0.4 | -6% | 2.8%
CCCN1CCN(C(=O)c2cc(COc3ccc4ncccc4c3)on2)CC1 | 24% | 22% | -8% | -1% | -5% | -0.1% | i | 1.0 | -25% | -0.7%
CC(C)c1ccc(Nc2nnc(SCC(=O)Nc3ncc(S(=O)(=O)c4ccc([N+](=O)[O-])cc4)s3)s2)cc1 | -192% | -72% | -3% | 1% | -11% | -1.9% | i | 0.0 | 23% | 7.4%
COc1ccc(C(=O)NC2CC2)cc1OC1CCN(Cc2ccccc2F)CC1 | 6% | -19% | -6% | 2% | -4% | -4.6% | i | 0.8 | 40% | 0.1%
CC(=O)CC(C)(C)S(=O)(=O)c1ccc(Oc2ccc(S(=O)(=O)C(C)(C)CC(C)=O)cc2)cc1 | -2% | -20% | 4% | -8% | -5% | -2.7% | i | 0.9 | 4% | -1.4%
COc1cc(C)c(N(C(C)=O)c2ccccc2)c(C)c1 | -14% | 19% | 16% | 1% | 8% | -4.7% | i | 1.0 | 21% | 11%
Cc1cccc(N(CC(=O)NC(C)C)C(=O)CCC(=O)Nc2ccccn2)c1 | 9% | 51% | -6% | -6% | -6% | -1.3% | i | 0.4 | -14% | 1.0%
CCOC(=O)CCC(=O)Nc1ccc(S(=O)(=O)N2CCC(C)CC2)cc1 | 20% | -20% | 7% | 17% | -2% | 2.3% | i | 0.6 | 9% | -1.4%
CC(C)(C)OC(=O)NCCCC[C@H](NC(=O)c1[nH]cnc1C(=O)Nc1ccc(CNC(=O)OC(C)(C)C)cc1)C(=O)OC(C)(C)C | 30% | 5% | -3% | 5% | 6% | 4.2% | . | . | 6% | -0.6%
Cc1ccc(C(=O)N[C@H](C(=O)OCc2cc(=O)n3c(n2)sc2ccccc23)C(C)C)cc1 | 0% | -2% | 4% | 17% | 1% | -1.7% | i | 0.2 | -1% | -1.4%
O=C(O)c1cccc(CN2C(=O)c3ccccc3C2=O)c1 | 0% | -11% | -8% | 3% | -2% | -1.3% | i | 0.1 | -2% | -1.0%
COc1cc(C(=O)Nc2ccc(OCC(=O)N3CCOCC3)cc2C)cc(OC)c1OC | 12% | -15% | -1% | -4% | -12% | -2.3% | i | 0.4 | -21% | -0.1%
CC(=O)Nc1nn(C)c2nc(C)cc(C)c12 | 15% | -13% | 0% | 0% | -13% | 1.7% | i | 0.4 | -28%[20 µM] | 0.4%
Cc1cccc(C)c1NC(=O)CSc1ncnc2nc[nH]c12 | 10% | -16% | 16% | 1% | -4% | -3.4% | i | 7.3 | -5% | 1.4%
CN(C)S(=O)(=O)c1cccc(NC(=O)c2cc(-c3cccs3)nn2-c2cccc(Cl)c2)c1 | 12% | 3% | -9% | 4% | 9% | -0.6% | i | 0.3 | -1% | 2.7%

Reformatted with values under each structure: 7 of the compounds above.
Values run as follows: HEK293 NOD2/NF-kB	NOD1 NF-kB reporter	PhoP inhibition	Siah-1 displacement	LYP inhibition	KOR beta-arrestin-1	Myeloid diff MLP	Myeloid diff MLP GFP+ MAC1+ %	KOR beta-arrestin-2	HIV peptide binding
CCC(/C=N/NC(=O)CCCCC(=O)N/N=C/C(CC)CC)CC
 : 8%	-28%	3%	6%	-2%	0.8%	i	0.1	.	0.3%
COc1cc(/C=N/NC(=O)c2cccnc2)ccc1OC(=O)c1cc(OC)c(OC)c(OC)c1
 : -2%	-7%	2%	5%	2%	-1.7%	i	3.0	-24%	7.2%
C/C(=N\Nc1cccc([N+](=O)[O-])c1)c1ccccc1O
 : -6%	-41%	-4%	1%	0%	4.5%	i	0.1	-6%	-1.4%
O=C(CNCCc1ccc(Cl)cc1)Nc1ccc(C(=O)N2CCCCC2)cc1
 : 10%	-39%	12%	2%	-9%	-3.6%	i	1.2	-34%	0.7%
CCN(CCCNC(=O)Cn1ncc2c([nH]c3ccc(C)cc32)c1=O)c1cccc(C)c1
 : -1%	3%	0%	-5%	-7%	0.2%	?	.	-24%	-0.3%
COc1ccc(/C=N/NC(=O)CNC(=O)/C=C/c2ccco2)cc1OC
 : 14%	-20%	2%	10%	-6%	-1.4%	i	0.4	-6%	2.8%
CCCN1CCN(C(=O)c2cc(COc3ccc4ncccc4c3)on2)CC1
 : 24%	22%	-8%	-1%	-5%	-0.1%	i	1.0	-25%	-0.7%

Additional results follow:
SMILES | HEK293 NOD2/NF-kB | NOD1 NF-kB reporter | PhoP inhibition | Siah-1 displacement | LYP inhibition | KOR beta-arrestin-1 | Myeloid diff MLP | Myeloid diff MLP GFP+ MAC1+ % | KOR beta-arrestin-2 | HIV peptide binding
Cn1cnc2cc(NCc3ccccc3O)ccc21 | -12% | -10% | 4% | 0% | -6% | -5.0% | i | 0.1 | 16% | -1.4%
COc1ccc(NS(=O)(=O)c2cc(OCC(N)=O)c(C)cc2Cl)cc1 | 13% | -15% | -2% | 2% | 1% | 11% | i | 0.7 | -30% | -1.0%
NC(=O)Nc1n[nH]c(-c2ccccc2)n1 | 1% | -1% | 3% | 3% | -10% | 1.4% | i | 0.2 | 7% | 0.5%
CCOC(=O)CCSc1nc(C(C)(C)C)cc(C(F)(F)F)c1C#N | 11% | -26% | -4% | 1% | 2% | 1.1% | i | 1.0 | -17% | -0.1%
COc1ccc(CCC(C)N2CCc3ccccc3C2)cc1 (stereo not given) | -20% | -1% | -8% | 2% | -8% | 2.1% | i | 0.2 | -10% | -0.3%
CC1CCN(C(=O)CN2C(=O)COc3ccc(Cl)cc32)CC1 | 10% | -4% | 4% | -2% | -4% | 11% | i | 1.2 | -31% | -1.0%
Cc1nn2c(-c3ccccc3)nnc2c2ccccc12 | -26% | -30% | -13% | 0% | -2% | 0.4% | i | 1.0 | 2% | 0.4%
CCc1ccc(CNC(=O)C2CCC(=O)N(CCc3ccc(Cl)cc3)C2)nc1 (stereo not given) | 5% | -18% | -6% | 1% | -4% | 3.0% | i | 5.8 | -17% | 0.2%
Cn1nc(C(F)(F)F)c(-c2ccccc2)c1NC(=O)CCC(=O)O | 14% | 5% | . | 0% | -8% | 1.1% | i | 0.3 | -3% | -0.3%
CC(C)(C)C1CCc2onc(C(=O)Nc3ccc(F)cc3F)c2C1 (stereo not given) | -2% | -16% | 0% | -1% | 1% | 0.4% | i | 7.9 | -34% | -0.1%
COc1ccc(C)cc1NC(=O)c1sc2ncnc(N3CCN(c4ccccn4)CC3)c2c1C | . | . | -10% | 3% | 0% | 1.6% | i | 2.9 | -17% | 0.2%
CC(=O)c1cccc(NC(=O)c2cc(-c3ccco3)nc3ccccc23)c1 | 4% | -12% | 2% | 2% | -5% | -2.2% | i | 0.4 | -16% | 6.5%
Cc1nc2cc(Cl)c(Cl)cc2n1CCCO | 21% | 2% | -6% | 11% | -2% | 0.8% | i | 0.6 | -2% | -1.2%
Cc1ccc(C(=O)N(C)CC(=O)Nc2cccc(C)c2C)o1 | -4% | -12% | 2% | 7% | -7% | -3.3% | i | 0.7 | 30% | 0.7%
COC(=O)CNC(=O)c1cccc(F)c1 | 4% | -10% | 13% | 1% | -1% | -2.7% | i | 0.7 | -3% | 0.6%
Cc1cc(N(C)C)ccc1[N+](=O)[O-] | -13% | -38% | 17% | 3% | 3% | 11% | i | 0.5 | -24% | -0.5%
CCCC(=O)NC(c1ccc2c(c1)OCO2)c1cc(Cl)c2cccnc2c1O (stereo not given) | 18% | 27% | 14% | -4% | 3% | -2.2% | ? | . | -3% | 3.8%
c1coc(-c2nnc(NC3=NCCC3)o2)c1 | -20% | . | 4% | 1% | -4% | -1.6% | i | 1.4 | 22% | -1.8%
CC(C)(C)C(=O)NC1(C(F)(F)F)NC(=O)N(CCc2ccccc2)C1=O (stereo not given) | -1% | -1% | 2% | -1% | -3% | -6.0% | i | 1.0 | 25% | -1.1%
O=c1oc2ccccc2cc1-c1csc(Cc2nc(-c3ccc(Cl)cc3)cs2)n1 | 32% | -4% | -5% | 8% | 14% | -6.3% | i | 0.8 | 8% | 32%
O=C(CN1CCN(c2ccc(O)cc2)CC1)Nc1cc([N+](=O)[O-])ccc1Cl | 11% | -18% | 17% | -3% | -2% | 6.6% | i | 0.2 | -16% | -2.6%
CNC(=O)C(=O)Nc1c(O)c2ccccc2[nH]c1=O | 10% | -12% | -1% | 0% | -6% | 8.4% | i | 0.2 | -37% | 0.7%
COc1ccc(C(=O)NCC(O)CN2CCOCC2)cc1[N+](=O)[O-] (stereo not given) | 9% | -22% | 0% | 4% | -7% | -5.2% | i | 0.1 | -11% | 0.2%
CC1N=C(N)C(c2nc3ccccc3n2C)=C1O (stereo not given) | 8% | -36% | -3% | 1% | 6% | -1.3% | i | 0.0 | -21% | -1.2%
Cn1cc(P(=S)(N2CCOCC2)N2CCOCC2)cc1P(=O)(N1CCOCC1)N1CCOCC1 | 5% | -27% | -2% | 0% | 2% | -3.5% | i | 0.6 | 23% | -1.0%
COc1ccc(N2CCN(S(=O)(=O)c3c(C(=O)N4CCOCC4)c(C)n(C)c3C)CC2)cc1 | 8% | 2% | 2% | -8% | -9% | -8.0% | i | 4.9 | 22% | -1.9%
Cn1c(CCNC(=O)c2ccccc2)nc2cc(NC(=O)c3ccco3)ccc21 | -4% | -47% | -2% | 2% | -4% | -4.8% | i | 1.0 | 36% | 0.8%
CC1=NN(C(=O)c2ccc(Cn3ccc([N+](=O)[O-])n3)cc2)C(O)(C(F)(F)F)C1 (stereo not given) | 20% | 1% | -7% | 4% | 63%* | -1.7% | i | 0.0 | 19% | -0.2%
CC(C)n1nc(C(=O)OCC(=O)N(C)C2CCS(=O)(=O)C2)c2ccccc2c1=O (stereo not given) | 9% | 0% | -8% | -1% | -9% | -1.7% | i | 1.1 | -15% | 0.0%
